ARNT-TACC3 inh: disruptors of ARNT/TACC3 protein interaction, primary screen, biochemical, AlphaScreen, single concentration | Transforming acidic coiled-coil-containing protein 3 (Homo sapiens), Q9Y6A5 | AlphaScreen His-ARNT PAS-B/GST-TACC3 binding, luminescence; TACC3 fragment carries E629A point mutation | inhibition, % at 9.99 µM | hit rate 0.66% among 390,000 | AID 623870, 2012;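 active = mean inhibition of replicates at least 50% and at least half of replicates each reaching 50%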;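 note: 0% = complete ARNT plus TACC3 wells and 100% = ARNT alone without TACC3; many hits fall short of the cut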
RAD52 anneal inh: RAD52 DNA annealing inhibitors, primary screen, biochemical, FRET, single point, set 2. AID 651710, 2012. DNA repair protein RAD52 homolog (Homo sapiens), P43351. recombinant RAD52 DNA annealing, FRET fluorescence. hit rate 0.46% among 360,000. inhibition, % at 18.7 µM;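 active = every replicate showing at least 50% inhibition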
Target sequence (P43351 whole entry, looked up): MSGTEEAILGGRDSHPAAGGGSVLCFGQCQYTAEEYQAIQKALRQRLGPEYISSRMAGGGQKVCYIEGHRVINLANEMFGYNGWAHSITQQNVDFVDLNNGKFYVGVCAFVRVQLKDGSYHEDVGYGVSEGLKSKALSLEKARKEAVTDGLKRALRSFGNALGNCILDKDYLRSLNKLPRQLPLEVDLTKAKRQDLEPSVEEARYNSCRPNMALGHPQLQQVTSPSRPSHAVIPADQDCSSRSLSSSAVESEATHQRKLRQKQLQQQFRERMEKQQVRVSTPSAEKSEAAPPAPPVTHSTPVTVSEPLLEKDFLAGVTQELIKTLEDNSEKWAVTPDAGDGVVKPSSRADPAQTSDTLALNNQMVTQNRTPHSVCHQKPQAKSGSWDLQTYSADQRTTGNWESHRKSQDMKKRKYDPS
E-sel inducer: E-selectin induction in HUVECs, primary screen, imaging, HUVEC, immunofluorescence imaging, single point; normalized: neutral wells 0, TNF-alpha wells 100; hit rate 0.37% among 260,000; P16581; activation, % at 7.58 µM;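 active = mean E-selectin-positive cell signal at least 10% of the positive control, reached in at least 60% of replicates, without over 20% cell loss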;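 note: in these data hits start at about 27%; measured in HUVEC primary endothelial cells; signal is the percent of cells scored E-selectin positive by PE staining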
Target sequence (P16581 whole entry, looked up): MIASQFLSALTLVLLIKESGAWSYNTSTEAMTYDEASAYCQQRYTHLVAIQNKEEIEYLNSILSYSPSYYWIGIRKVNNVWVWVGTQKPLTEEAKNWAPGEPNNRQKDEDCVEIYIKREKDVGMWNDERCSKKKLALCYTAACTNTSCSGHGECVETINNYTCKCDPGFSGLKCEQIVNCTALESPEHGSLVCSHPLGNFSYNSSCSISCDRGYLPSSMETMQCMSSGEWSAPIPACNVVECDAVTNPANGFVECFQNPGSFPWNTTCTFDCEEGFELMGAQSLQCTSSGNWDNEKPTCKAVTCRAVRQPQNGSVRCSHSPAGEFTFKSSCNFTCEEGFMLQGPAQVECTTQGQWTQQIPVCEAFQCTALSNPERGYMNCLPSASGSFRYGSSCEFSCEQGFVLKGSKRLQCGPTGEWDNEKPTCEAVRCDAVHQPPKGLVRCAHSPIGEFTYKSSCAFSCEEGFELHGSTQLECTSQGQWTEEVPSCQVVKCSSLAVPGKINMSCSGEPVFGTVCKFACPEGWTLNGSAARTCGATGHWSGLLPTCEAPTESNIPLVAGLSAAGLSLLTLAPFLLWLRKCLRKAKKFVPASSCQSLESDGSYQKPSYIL
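Read-out basis: % PE-positive cells; Test system: HUVEC primary endothelial cells; Technique: immunofluorescence imaging; Dosing: single-point compound dose.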
CASP6 VEID inh: human caspase-6 inhibitors, primary screen, biochemical, VEID-R110 fluorescence, single point, set 2; P55212; purified caspase-6, Z-VEID-R110 cleavage fluorescence; inhibition, % at 12.5 µM; hit rate 0.53% among 350,000;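 active = mean inhibition across replicates at least about 35%, with every replicate also reaching that limit, limit read from the data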;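 note: 0% = median of neutral control wells and 100% = no fluorescence left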
ERp5 inh: inhibitors of ERp5-driven insulin aggregation, primary screen, biochemical, turbidity, absorbance 650 nm, single point | AID 651711, 2012 | inhibition, % at 9.99 µM | hit rate 0.05% among 350,000 | 90 min;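 active = mean replicate inhibition above about 25%, with every replicate also reaching it, limit read from the data, passing the limit was not always enough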
PglD DTNB: C. jejuni PglD acetyltransferase inhibitors, primary screen, biochemical, DTNB colorimetric, single point. UDP-N-acetylbacillosamine N-acetyltransferase PglD (Campylobacter jejuni). purified PglD enzyme, DTNB colorimetric CoA detection. inhibition, % at 12.5 µM. hit rate 0.098% among 360,000; in the data active = inhibition above about 16%, passing the limit was not always enough; note: strong numbers were not always called active
RAD54 inh: inhibitors of human RAD54 branch migration, primary screen, biochemical, fluorescence, single point | DNA repair and recombination protein RAD54-like (Homo sapiens), Q92698 | RAD54 Holliday junction branch migration, FAM/BHQ fluorescence | inhibition, % at 10.4 µM | hit rate 0.14% among 360,000;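 active = mean normalized replicate activity at least 40 and at least half of replicates scoring 40 or more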;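 note: 0% = median of neutral control wells and 100% = median of positive control wells; inhibitors cause a drop in the FAM fluorescence signal; in these data hits start at about 50%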
esBAF inh: Bmi1 luciferase reporter increase in mESCs, primary screen, esBAF inhibitor project, mouse ES cells, Bmi1 luciferase knock-in, single point. 24 h; 100% = twice the neutral-well signal. hit rate 2% among 350,000. reporter increase, % at 12.5 µM. AID 602393, 2012; in the data active = activation above about 40%;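 note: 0% = median of the plate's neutral control wells and 100% = double that signal; a rise in the Bmi1 reporter signal indicates esBAF inhibition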
The depositor's hits bear a star; . = not tested or not shown.

structure	RAD54 inh	RAD52 anneal inh	E-sel inducer	CASP6 VEID inh	esBAF inh	ERp5 inh	ARNT-TACC3 inh	PglD DTNB
COc1cccc(NC(=O)N[C@@H]2CC[C@H](CC(=O)N3CCOCC3)O[C@@H]2CO)c1	-6	-2	-0.8	3	-1	2	1	1
Cc1noc(C)c1NC(=O)Nc1ccc2c(c1)C(=O)N([C@H](C)CO)C[C@@H](C)[C@@H](CN(C)C(=O)Nc1c(C)noc1C)O2	-8	-3	-0.4	.	3	2	0	2
Cc1ccc(C(=O)CSc2cc(C)nc(SCC(=O)c3ccccc3)n2)cc1	-2	.	.	.	9	.	-3	-2
O=C(N[C@@H]1C/C=C\C[C@@H](CC(=O)N(CCO)Cc2ccccc2)C(=O)N[C@@H](c2ccccc2)COC1=O)OCC1c2ccccc2-c2ccccc21	11	-26	0.0	-3	-5	3	-5	4
COCCSc1nnc(NC(=O)c2ccc(NC(=O)C(C)C)cc2)s1	4	-3	.	0	1	0	-6	0
Cc1ccc(C)c(NC(=O)CSc2nnc(C3CCCCC3)o2)c1	-1	8	0.7	-1	-1	1	-7	-8
CCN(CC)S(=O)(=O)c1ccc(C)c(NC(=O)COC(=O)CNC(=O)c2ccc(C(C)(C)C)cc2)c1	.	-23	.	4	.	4	-4	.
CCc1ccc(NC(=O)CN(CC(=O)Nc2ccc(CC)cc2)CC(C)O)cc1 (centres undefined)	-11	-19	-0.1	-2	8	3	-22	6
CC(C)NC(=O)Nc1ccc2c(c1)C(=O)N([C@@H](C)CO)C[C@@H](C)[C@@H](CN(C)C(=O)Nc1ccc(C(F)(F)F)cc1)OCCCC[C@@H](C)O2	6	-12	0.1	-3	-2	0	5	-5
CC(C)C[C@@H](CN)NC(=O)c1nc[nH]c1C(=O)N[C@@H](C)C(=O)CNC[C@H](C)NC(=O)c1nc[nH]c1C(=O)N[C@@H](CC(C)C)C(=O)O	-20	-16	-0.1	0	2	4	-3	0
Cc1nn(CCC#N)c(NC(=O)c2ccccc2)c1P(=O)(Nc1ccc(Br)cc1)N1CCOCC1 (centres undefined)	.	-6	9.1	-2	.	7	-8	.
NC(=O)C1CCN(c2nc(-c3ccccc3-c3ccccc3)cs2)CC1	12	-6	139*	4	11	-1	2	1

(continued)
structure	RAD54 inh	RAD52 anneal inh	E-sel inducer	CASP6 VEID inh	esBAF inh	ERp5 inh	ARNT-TACC3 inh	PglD DTNB
O=C(NCc1cccs1)C1CCCN1C(=O)Nc1ccccc1[N+](=O)[O-] (centres undefined)	-13	-16	.	-3	-2	-2	-1	1
CC(C)NC(=S)NN=C1CCC(c2ccccc2)CC1 (centres undefined)	.	-6	.	.	-1	3	13	.
O=C(NCC1CCCC(CNC(=O)N2CCc3ccccc32)C1)N1CCc2ccccc21 (centres undefined)	5	.	.	.	24	.	-1	-2
CCCCCCc1cc2cc(C(=O)OCC)c(=O)oc2cc1O	.	2	.	0	.	-1	7	.
CCC(=O)Nc1ccc2c(c1)C(=O)N(C)[C@H]1CC[C@H](CC(=O)N3CCc4ccccc4C3)O[C@@H]1CO2	5	-9	0.0	5	-2	6	-10	-2
Cc1ccc(NC(=O)N2N=C(c3ccc(F)cc3)CC2c2ccc(F)cc2)cc1 (centres undefined)	5	-11	.	0	-7	6	-9	0
COC(=O)c1ccc(NC(=S)N2CCCC2)cc1	.	-9	0.8	-1	.	-3	-11	.
O=C(Nc1ccccc1F)c1ccc(CN2CCc3ccccc3C2)cc1	-4	-13	.	-2	-3	4	-7	11
COC(=O)/C(C#N)=C/c1ccc(OC(=O)c2ccccn2)cc1	.	-68	.	-1	.	0	15	.
COc1ccc(N=Nc2cc(C)ccc2O)cc1	.	-15	.	-1	.	-3	2	.
NC(=O)c1cccc(-c2ccnc3c2CC(C(=O)Nc2cccc(C(F)(F)F)c2)O3)c1 (centres undefined)	-12	11	-0.1	14	-5	-1	.	16
C=CCOc1ccc(/C=N/NC(=O)C(C)Sc2ccccn2)cc1OCC (centres undefined)	1	-6	0.1	3	.	6	14	5

(more compounds)
structure	RAD54 inh	RAD52 anneal inh	E-sel inducer	CASP6 VEID inh	esBAF inh	ERp5 inh	ARNT-TACC3 inh	PglD DTNB
CO[C@@H]1CN(C)C(=O)c2ccc(NC(=O)c3cccc(F)c3)cc2OC[C@H](C)N(CC2CC2)C[C@H]1C	-1	4	0.5	2	5	2	4	-2
COc1ccc(-c2cnc3c(c2)C(=O)N([C@H](C)CO)C[C@H](C)[C@@H](CN(C)C)O3)cc1	1	4	0.1	-1	-4	-10	0	2
COc1ccc(S(=O)(=O)N2CCCCCC2)cc1C(=O)NC1(C)CCS(=O)(=O)C1 (centres undefined)	-10	2	-0.3	2	5	3	2	-3
CO[C@@H](CN(C)C(=O)c1ccc2c(c1)OCO2)[C@@H](C)CN([C@H](C)CO)S(=O)(=O)c1ccccc1	2	5	0.0	2	-4	-4	-8	-3
Cc1ccc(NC(=O)c2nc[nH]c2C(=O)NCCCCCCNC(=O)c2[nH]cnc2C(=O)Nc2ccc(C)cc2)cc1	-2	-1	-0.1	-2	4	-3	-3	-1
CN1CCN(C(c2ccc(Br)cc2)c2cc(Cl)c3cccnc3c2O)CC1 (centres undefined)	3	7	.	-4	-37	1	.	0
O=C(Cc1ccccc1)N1CC[C@@H]2[C@H]1c1cc(-c3ccccc3F)ccc1N[C@@H]2CO	-10	-205	-0.4	-4	3	-4	7	4
COC(=O)C(CSCc1ccccc1)NC(=O)CCNC(=O)OCc1ccccc1 (centres undefined)	.	3	0.5	1	.	2	.	.
C[C@@H]1CN([C@H](C)CO)C(=O)Cc2cc(NC(=O)Cc3cn(C)c4ccccc34)ccc2O[C@H]1CN(C)C(=O)Nc1ccccc1	4	8	0.0	0	3	0	-5	0
OC(CN1CCN(c2cccc(Cl)c2)CC1)c1ccc(F)cc1 (centres undefined)	2	-6	0.1	-1	16	4	9	0
CCOC(=O)c1cnn(CCOC(=O)c2ccccc2F)c1NC(=O)c1ccccc1F	5	-15	.	0	-3	0	-8	-3
CCOC(=O)c1ccc(NC(=O)CN2C(=O)NC3(CCCCCC3)C2=O)cc1	.	-12	0.4	-2	.	8	-4	.

(listing goes on)
structure	RAD54 inh	RAD52 anneal inh	E-sel inducer	CASP6 VEID inh	esBAF inh	ERp5 inh	ARNT-TACC3 inh	PglD DTNB
CO[C@H]1CN(C)C(=O)c2cc(NS(=O)(=O)CC(F)(F)F)ccc2OC[C@@H](C)N(CC2CCCCC2)C[C@H]1C	6	-19	0.0	.	-3	6	-6	-1
Cc1onc(COc2ccccc2O)c1Br	-6	.	.	.	35	.	-5	-1
CCC(=O)N1C[C@@H](C)[C@@H](OC)CN(C)C(=O)c2cc(NC(=O)Nc3ccccc3)ccc2OC[C@H]1C	-6	-6	-0.1	.	-3	3	.	-4
CN(C)S(=O)(=O)c1ccc(C(=O)N2CCN=C2SCc2ccccc2)cc1	-20	-16	-0.1	2	.	3	-3	4
O=c1cc[nH]c2ccc(Cl)cc12	8	-4	0.4	4	0	0	-3	4
COc1ccc(C(CNC(=O)CSc2ccc(Br)cc2C)N2CCOCC2)cc1 (centres undefined)	.	-16	9.0	-5	.	-2	-3	.
COC(=O)c1ccccc1NC(=O)N1CCN(c2ccc(OC)cc2)CC1	.	-6	.	0	.	3	2	.
Cc1ccc(C(C)NC(=O)c2ccncc2)cc1C (centres undefined)	-1	2	-0.2	-3	-12	3	-26	-1
Nn1c(Nc2ccc(Cl)cc2)nncc1=O	.	-9	.	-1	.	1	8	.
COc1ccc(-c2ccc(OC)c([C@H]3[C@@H]4C=CCC[C@@]4(C)C(=O)N3Cc3ccccc3)c2)cc1OC	-5	-8	-0.1	1	-1	9	3	-5
COc1cc(/C=N/NC(=O)/C(=C\c2ccc3c(c2)OCO3)NC(=O)c2ccccc2)ccc1O	-1	-14	.	1	.	6	-1	-4
CCN(CC)S(=O)(=O)c1ccc(Cl)nc1	.	-2	-3.3	-5	.	-1	-5	.

Brought forward from above: 4 compounds, followed by the next part.
structure	RAD54 inh	RAD52 anneal inh	E-sel inducer	CASP6 VEID inh	esBAF inh	ERp5 inh	ARNT-TACC3 inh	PglD DTNB
Nn1c(Nc2ccc(Cl)cc2)nncc1=O	.	-9	.	-1	.	1	8	.
COc1ccc(-c2ccc(OC)c([C@H]3[C@@H]4C=CCC[C@@]4(C)C(=O)N3Cc3ccccc3)c2)cc1OC	-5	-8	-0.1	1	-1	9	3	-5
COc1cc(/C=N/NC(=O)/C(=C\c2ccc3c(c2)OCO3)NC(=O)c2ccccc2)ccc1O	-1	-14	.	1	.	6	-1	-4
CCN(CC)S(=O)(=O)c1ccc(Cl)nc1	.	-2	-3.3	-5	.	-1	-5	.
COc1ccc(C(=O)N2CCN(C3CCN(Cc4ccccc4)CC3)CC2)cc1OC	8	.	.	.	-3	.	2	-6
C[C@@H]1CN([C@H](C)CO)C(=O)c2cc(C#CCN(C)C)cnc2O[C@@H]1CN(C)C(=O)c1ccc2c(c1)OCO2	1	-9	.	-2	-2	2	-3	17
CSc1ccccc1C(=O)OCC(=O)N1CCCC1=O	10	4	2.8	3	-1	3	34	2
COc1ccc2c(c1)SC1=NCCS(=O)(=O)N12	0	.	.	.	0	.	-1	1
Cc1cccc(-c2ccc([C@@H]3[C@@H](CO)N4C(=O)CN(C(=O)c5ccccc5)C[C@H]34)cc2)c1	.	-21	-0.4	-1	.	-2	.	.
O=S(=O)(c1ccc2c(c1)OCCO2)N1C[C@@H]2C[C@H]1CN2S(=O)(=O)c1c(F)cccc1F	0	-3	-0.1	-1	-2	5	-10	0
COc1ccc(NC(=O)C2CCCN2C(=O)Oc2ccccc2)cc1 (centres undefined)	.	-24	0.0	-2	.	-5	-5	.
COc1ccc(-c2cn[nH]c2C)cc1	7	-14	14	1	.	0	-7	4
CC(=O)Nc1cccc(C(=O)OC2CCOC2=O)c1 (centres undefined)	-7	-17	.	2	2	4	-1	14
C/C(CC1(O)C(=O)N(Cc2ccccc2)c2ccccc21)=N\O (centres undefined)	7	.	.	.	-10	.	0	2
CC(C)NC(=O)N(C)C[C@@H]1OCCCC[C@@H](C)Oc2ccc(NC(=O)Cc3ccccc3)cc2C(=O)N([C@H](C)CO)C[C@H]1C	-5	-12	-0.2	.	.	2	-6	2
N#CC1C(=O)c2ccccc2C1c1ccccc1 (centres undefined)	.	-15	0.2	-1	.	6	-1	.

Screening data as filed in PubChem.
